Screens (PubChem BioAssay)
SENP6 inh – SENP6 protease inhibition. Recombinant SENP6 catalytic domain, aminoluciferin luminescence. inhibition, % at 10 µM. 330,000 compounds, 1.8% hits. AID 2599;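 active = inhibition above about 50% at the single tested dose, limit read from the data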;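 also: plate controls were DMSO wells with enzyme for no effect and DMSO wells lacking enzyme for full effect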
SENP7 inh – blocks the human protease SENP7; Q9BQF6; recombinant SENP7, Z-RLRGG-aminoluciferin luminescence, 40 min; inhibition, % at 5 µM; 330,000 compounds, 1.5% hits; AID 434973;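 active = inhibition above about 50% at the single test dose, limit read from the data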;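 also: plate controls were DMSO with enzyme for no effect and no enzyme buffer wells for full effect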
Target sequence (Q9BQF6 706-1050 limits assumed): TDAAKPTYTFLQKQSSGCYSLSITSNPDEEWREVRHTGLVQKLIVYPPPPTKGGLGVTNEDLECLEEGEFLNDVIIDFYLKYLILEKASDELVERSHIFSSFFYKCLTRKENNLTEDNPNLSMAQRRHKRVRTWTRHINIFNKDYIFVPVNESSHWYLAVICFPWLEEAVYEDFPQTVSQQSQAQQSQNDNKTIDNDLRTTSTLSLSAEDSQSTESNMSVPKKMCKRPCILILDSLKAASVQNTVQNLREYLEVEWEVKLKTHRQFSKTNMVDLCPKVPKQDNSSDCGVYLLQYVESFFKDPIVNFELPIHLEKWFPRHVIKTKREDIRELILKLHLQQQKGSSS
UBC13 inh – inhibitors of human UBC13 polyubiquitin chain formation. P61088. TR-FRET. inhibition, % at 20 µM. 330,000 compounds, 0.47% hits. AID 485273; in the data active = inhibition above about 45%, passing the limit was not always enough
Target sequence (P61088 whole entry, looked up): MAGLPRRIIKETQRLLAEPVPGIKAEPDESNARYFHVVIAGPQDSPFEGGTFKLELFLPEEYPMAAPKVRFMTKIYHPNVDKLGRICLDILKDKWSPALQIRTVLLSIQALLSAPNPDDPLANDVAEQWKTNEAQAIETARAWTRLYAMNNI
PfG6PD inh – PfG6PD (Plasmodium falciparum) enzyme inhibition | inhibition, % at 20 µM | PfGluPho enzyme, NADPH resazurin-diaphorase fluorescence | 350,000 compounds, 0.78% hits;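 active = inhibition reaching at least a set limit at 20 µM in the primary screen, cut at about 59% in these data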;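 also: 0% = DMSO wells with substrate and 100% = DMSO wells lacking glucose-6-phosphate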
MIN6 prolif – induces beta-cell replication in MIN6 cells | MIN6 cells proliferation, ATPlite luminescence, 48 h; cells starved in 0.2% serum; 100% = growth in 10% serum | proliferation, % at 10 µM | 330,000 compounds, 0.29% hits;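 active = compounds whose signal lies at least 3.5 SD above the mean of all wells on their plate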;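 also: 0% = DMSO-treated cells in low-serum medium and 100% = 10% serum control; some compounds called inactive have numbers as strong as hits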
SENP8 block-1 – SENP8 (human) protease inhibition; Q96LD8; recombinant SENP8, Nedd8 substrate fluorescence; inhibition, % at 20 µM; 360,000 compounds, 0.64% hits; AID 602440; in the data active = inhibition mostly above about 40%, no sharp cut-off; inactive = mostly below about 27%
Target sequence (Q96LD8 whole entry, looked up): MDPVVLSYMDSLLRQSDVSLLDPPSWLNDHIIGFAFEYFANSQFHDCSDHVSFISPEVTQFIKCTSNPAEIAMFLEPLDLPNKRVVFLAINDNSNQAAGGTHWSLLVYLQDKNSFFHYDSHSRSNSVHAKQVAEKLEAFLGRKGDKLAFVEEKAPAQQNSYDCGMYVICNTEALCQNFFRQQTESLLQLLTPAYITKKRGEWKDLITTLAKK
SENP1 FRET inh – inhibitors of human SENP1 SUMO protease catalytic domain; Q9P0U3; recombinant SENP1 catalytic domain, CyPet-SUMO1-YPet FRET cleavage; inhibition, % at 10 µM; 360,000 compounds, 0.21% hits; AID 624204;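 active = inhibition at least 30% at 10 µM, raw YFP signal under a set limit, fluorescence ratio 0.5 to 1.5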;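 also: 0% = enzyme with DMSO and 100% = no enzyme wells; some results filed as inactive read as strong as hits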
Target sequence (Q9P0U3 419-644 limits assumed): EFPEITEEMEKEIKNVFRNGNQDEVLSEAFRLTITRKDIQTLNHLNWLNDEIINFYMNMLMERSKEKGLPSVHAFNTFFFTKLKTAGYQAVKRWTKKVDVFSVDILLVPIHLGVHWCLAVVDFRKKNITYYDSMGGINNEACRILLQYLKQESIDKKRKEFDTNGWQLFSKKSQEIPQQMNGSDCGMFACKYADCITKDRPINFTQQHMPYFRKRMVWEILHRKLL
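Test system: recombinant human SENP1 catalytic domain, His6-tagged / Medium: pH 8 Tris buffer with EDTA, NaCl, BME, BSA, NP40, catalase / Also added: SUMO1 FRET substrate flanked by Cypet and Ypet, 25 nM / Times: 50 min reaction at room temperature / Signal: FRET, CFP and YFP emission / Control set: no-enzyme low control and enzyme-plus-DMSO high control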
SENP8 block-2 – SENP8 protease inhibition; Q96LD8; purified SENP8, Z-RLRGG-aminoluciferin cleavage, luminescence; inhibition, % at 10 µM; 330,000 compounds, 1.2% hits; AID 2540; in the data active = inhibition above about 50%
HKDC1 inh – inhibitors of human hexokinase HKDC1; 340,000 compounds, 0.16% hits; inhibition, % at 20 µM; recombinant HKDC1, G6PDH/diaphorase resazurin coupled fluorescence; AID 493160;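 active = inhibition above about 35% when tested at 20 µM, limit read from the data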;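 also: plate controls were DMSO wells with enzyme for no effect and DMSO wells lacking enzyme for full effect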
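test system = in-house recombinant HK5 (HKDC1) enzyme | amount = HKDC1 at 5 µg/mL | control set = DMSO-enzyme wells negative, buffer-substituted wells positive | compound = one dose of 20 µM, 1% DMSO | schedule = reaction time 90 min, room temperature, protected from light | technique = resorufin fluorescence at 613 nm | reagent = glucose with 1 mM ATP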
An asterisk follows results filed as active; / = not tested or not shown. An unsorted share of the library; overall some 4% were active at least once.

SMILES	SENP6 inh	SENP7 inh	UBC13 inh	PfG6PD inh	MIN6 prolif	SENP8 block-1	SENP1 FRET inh	SENP8 block-2	HKDC1 inh
CCCCNC(=O)COC(=O)c1cc(C)nc2ccccc12	14	14	-4	-8	1	0	4	-4	-12
Cc1cn(C2CCCCO2)c(=O)nc1NO (stereo not drawn)	/	/	/	-14	/	0	0	/	-6
O=C(O)/C=C/C(=O)c1ccc(O)cc1	3	1	-6	-13	-1	27	1	3	3
Cc1cc(=O)[nH]c(-c2ccc(Cl)cc2)n1	-4	-1	7	0	1	13	1	-3	-3
O=Nc1c(O)[nH]c2c(F)cccc12	10	-2	2	5	0	-3	0	7	-9
NC(=O)c1cc(-c2ccccc2)sc1NC(=O)Cc1ccc(S(=O)(=O)N2CCOCC2)s1	7	4	1	-20	-3	-118	-29	1	6
CN1CCCC(CN2c3ccccc3Sc3ccccc32)C1 (stereo not drawn)	-10	-1	38	15	-8	-12	-1	5	-3
Cn1c(SCc2nc(-c3ccccc3)no2)nnc1-c1cccs1	-7	-10	-6	2	3	13	2	-10	4
CCC(C(=O)NC1CCCCC1)n1c2ccccc2c2nc(=O)cc(C)n21 (stereo not drawn)	-4	2	4	4	10	-23	-3	0	3
NC(=O)C1CCN(CC(=O)Nc2cccnc2Cl)CC1	-11	9	17	-2	5	6	2	3	-4
CC/C=C\C/C=C\C/C=C\CCCCCCCC(=O)O	-2	8	-22	0	1	7	-6	6	3
CCN(CC)C(=O)C(=O)c1cn(CCOc2ccccc2)c2ccccc12	-20	0	19	-4	3	7	1	-4	-5
Cc1cc(=O)oc2cc(OCC(=O)Nc3ccc(CN4CCOCC4)cc3)ccc12	20	4	-2	-5	-2	-143	0	4	-2
CCCCCc1c(C)nc(Nc2ccc(F)cc2)[nH]c1=O	-17	8	12	16	-4	4	5	0	3
O=C(N/C=N/O)C(c1ccccc1)c1ncc(C(F)(F)F)cc1Cl (stereo not drawn)	18	8	2	-7	-2	1	0	-1	2
Nc1nonc1-n1nnc(C(=O)N/N=C/c2c(F)cccc2Cl)c1-c1ccc2c(c1)OCO2	1	-1	-1	-4	-2	-241	-1	-5	-3
COc1cccc(NC(=S)N(CCN(C)C)C(C)c2ccco2)c1 (stereo not drawn)	-28	-3	-14	-7	0	14	8	-15	-11
O=C(c1ccc([N+](=O)[O-])cc1)N1CCN(C(=O)c2cccs2)CC1	4	-4	4	11	0	1	-3	3	-11
CN(C)c1ccc(CNC(=O)C2CCN(S(=O)(=O)c3ccc4c(c3)CCC(=O)N4)CC2)cc1	-6	-10	-10	15	3	-25	-6	-13	0
N#Cc1ccc(S(=O)(=O)N2CCC(C(=O)Nc3cccc(C(=O)NC4CC4)c3)CC2)cc1	-10	5	0	-3	-3	3	1	-5	-6
O=C(N/N=C/c1ccco1)C1COc2ccccc2O1 (stereo not drawn)	31	5	-2	-4	0	19	2	-5	-5
CC1CN(C(=O)C(C)Sc2nc3ccccc3s2)CC(C)O1 (stereo not drawn)	-5	-3	7	7	1	14	2	5	-1
CC(C)CC(COCc1ccc(Cl)cc1)N1CCN(C(=O)c2cccc(C(F)(F)F)c2)CCC1=O (stereo not drawn)	-3	-7	12	14	-7	6	0	0	2
COc1ccc(Cl)cc1NC(=O)c1nnn(CC(=O)Nc2ccc3c(c2)OCO3)c1N	4	10	-13	-10	-7	-16	-9	-4	-5
CC(C)c1ccc(N(CC(=O)NCc2ccc(F)cc2)C(=O)c2csnn2)cc1	-4	7	2	-3	-5	12	2	-3	-1

Of the compounds above, two have an aryl thioether with sulfur outside any ring.
SMILES	SENP6 inh	SENP7 inh	UBC13 inh	PfG6PD inh	MIN6 prolif	SENP8 block-1	SENP1 FRET inh	SENP8 block-2	HKDC1 inh
Cn1c(SCc2nc(-c3ccccc3)no2)nnc1-c1cccs1	-7	-10	-6	2	3	13	2	-10	4
CC1CN(C(=O)C(C)Sc2nc3ccccc3s2)CC(C)O1 (stereo not drawn)	-5	-3	7	7	1	14	2	5	-1

Continuation.
SMILES	SENP6 inh	SENP7 inh	UBC13 inh	PfG6PD inh	MIN6 prolif	SENP8 block-1	SENP1 FRET inh	SENP8 block-2	HKDC1 inh
COc1cccc(NC(=O)CSc2nc3c(c(-c4ccco4)c2C#N)CCCC3)c1	-4	1	7	-13	2	-147	-1	7	-10
Fc1ccc2nc(Nc3nc4c(F)cccc4s3)sc2c1	30	15	-10	-2	-6	-404	-28	11	-3
CSc1ccccc1NC(=O)COC(=O)c1ccc(-n2nc(C)cc2C)cc1	13	7	16	8	0	-6	-3	-8	-3
C/C(=N\NC(=O)c1ccc(CSc2nc(C)cc(C)n2)cc1)c1ccco1	-19	10	10	6	-1	2	-1	-4	-5
Cn1c(NC(=O)C2c3ccccc3Oc3ccccc32)cc(=O)n(C)c1=O	-5	-7	9	-2	-5	11	-3	-4	-4
Cc1ccc(C2=NN=C(NC(=O)CSc3nnc4c5ccccc5n(C)c4n3)SC2)cc1	19	11	-18	28	-2	18	1	0	-29
CCOc1ccc(N2CC(C(=O)NCCCN3CCOCC3)CC2=O)cc1 (stereo not drawn)	3	10	6	3	-5	10	3	0	-1
Cc1cc(=O)n(C)c(=O)n1CCCCOc1ccc([N+](=O)[O-])cc1	-13	-12	-2	5	2	17	1	-12	-7
O=C(OCC(=O)N1CCN(c2ccccc2)CC1)c1ccc[n+]([O-])c1	-10	2	9	-3	1	-6	-1	0	-1
Cc1cc(N=Nc2ccccc2)c(NCC(O)C(O)C(O)CO)cc1C (stereo not drawn)	10	8	-330	15	1	22	5	1	1
CCC(=O)Nc1ccc(C(=O)Nc2cccc(OC)c2)cc1	51*	56*	4	-7	-2	16	0	23	-5
CN(C(=O)c1ccc(NC(=O)Cc2ccc(NC(=O)C3CCN(C(=O)CCc4ccccc4)CC3)cc2)cc1)C1CC1	1	7	-8	0	-3	1	-1	-2	-1
Cc1ccc(S(=O)(=O)N2CCN(C(=O)CSc3n[nH]c(N)n3)CC2)c(C)c1	10	-5	-2	5	0	13	1	1	-3
O=C(CCS(=O)(=O)c1ccc(Br)cc1)NCc1ccco1	-8	-6	-4	1	1	5	4	6	-3
CC(C)N(C(=O)[C@H]1C[C@H](CC(=O)NCCCn2ccnc2)C(=O)N2CCc3c([nH]c4cc(CCC(=O)N(C)C)ccc34)[C@]12C)C(C)C	/	9	/	3	/	8	-2	/	9
C/C(CC(=O)Nc1ccc(Br)cc1)=N\NC(=O)c1cccc(O)c1	-6	-14	-2	1	-3	12	-1	-4	-11
O=C(Nc1cccc(/C=C/c2nc3ccccc3c(=O)[nH]2)c1)c1ccccc1Cl	1	37	-22	-5	-3	-105	-3	-8	-4
CCOc1ccc(S(=O)(=O)N(CC)CC)cc1NC(=O)CSCc1c(C)noc1C	-21	-8	-4	-6	11*	-48	-3	-11	1
O=C(NCCCn1ccnc1)c1cccc(S(=O)(=O)NCc2ccccc2)c1	18	-7	6	0	-3	6	1	7	-2
Cc1nc(N)sc1-c1csc(Nc2ccccc2)n1	14	2	-6	15	0	-13	-10	-2	-11
CCCCC(CCC(=O)Nc1ccc(C(=O)OCC)cc1)C(=O)O (stereo not drawn)	-22	16	-5	-12	2	16	-1	-13	-6
CC(=O)C(Sc1nc(N2CCOCC2)nc(N2CCOCC2)n1)C(=O)Nc1ccccc1 (stereo not drawn)	-6	-7	-11	-19	-1	16	2	-5	-1
CCOC(=O)c1sc(NNC(=O)c2ccc(C)cc2)nc1C	-18	-10	-5	-4	0	5	-12	-4	-7
COc1ccc(N2CC(C(=O)Nc3ccncc3)CC2=O)cc1 (stereo not drawn)	0	-4	-4	-5	0	5	-2	-7	-1
CN1/C(=C\C(=S)NC(=O)c2cccc(Br)c2)C(C)(C)c2ccccc21	-6	7	-37	16	-7	19	-52	0	11

Sorted by formula weight (rising): some entries from above
SMILES	SENP6 inh	SENP7 inh	UBC13 inh	PfG6PD inh	MIN6 prolif	SENP8 block-1	SENP1 FRET inh	SENP8 block-2	HKDC1 inh
Cc1cc(=O)n(C)c(=O)n1CCCCOc1ccc([N+](=O)[O-])cc1	-13	-12	-2	5	2	17	1	-12	-7
CSc1ccccc1NC(=O)COC(=O)c1ccc(-n2nc(C)cc2C)cc1	13	7	16	8	0	-6	-3	-8	-3
Cc1ccc(S(=O)(=O)N2CCN(C(=O)CSc3n[nH]c(N)n3)CC2)c(C)c1	10	-5	-2	5	0	13	1	1	-3
CN(C(=O)c1ccc(NC(=O)Cc2ccc(NC(=O)C3CCN(C(=O)CCc4ccccc4)CC3)cc2)cc1)C1CC1	1	7	-8	0	-3	1	-1	-2	-1

(more compounds)
SMILES	SENP6 inh	SENP7 inh	UBC13 inh	PfG6PD inh	MIN6 prolif	SENP8 block-1	SENP1 FRET inh	SENP8 block-2	HKDC1 inh
COc1ccc(-c2nc3nc(SC)nn3cc2C)cc1F	21	15	5	-2	1	-440	2	-1	-6
O=C(NCc1ccc2c(c1)OCO2)C1CC(c2cccc(Br)c2)=NO1 (stereo not drawn)	-21	-4	-6	6	-2	40*	-2	-8	-2
O=C(Nc1ccc(Cl)cc1[N+](=O)[O-])c1ccc2c(c1)OCCO2	17	64*	-6	-3	-5	9	3	-16	-4
O=C(CCS(=O)(=O)c1ccccc1)NC1CCCCC1	-1	-2	3	2	-2	-3	2	3	-3
O=C(Nc1ccc(C(=O)N2CCOCC2)cc1)c1cccc(Br)c1	8	24	-4	-3	2	3	0	-11	6
COc1ccccc1NS(=O)(=O)c1cccc(C(=O)N/N=C/c2c(C)nn(-c3ccccc3)c2N2CCCC2)c1	-17	4	-2	-2	-5	-50	2	2	-1
